Screens: PubChem, National Center for Advancing Translational Sciences (NCATS)
SNCA expr inhib = Primary qHTS assay for inhibitors of alpha-synuclein gene (SNCA) expression; HEK-293 SNCA-luciferase knock-in, luminescence, 24 h; Potency, µM (titrated, usually from 57.2 µM), without a hit: at the highest dose activity change, negative = inhibition, usual class: inhibitors; hit rate 0.17% among 140,000;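 further: potency means the concentration at half of the fitted maximal effect; plate controls were DMSO cells for no effect and cell-free wells for full effect; nearly all actives have a fitted effect of over 45% in size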
FLuc inh = Firefly luciferase inhibition profiling of diverse chemical library using quantitative high-throughput screening. Potency, µM (titrated, usually from 115 µM), without a hit: at the highest dose activity change, negative = inhibition, actives largely listed as inhibitors. Luciferin 4-monooxygenase (Photinus pyralis), P08659. AID 1347043, 2019. purified P. pyralis luciferase, luminescence, biochemical. hit rate 2.5% among 76,000; further: potency means the concentration at half of the fitted maximal effect; nearly all actives have a fitted effect of over 65% in size
Target sequence (P08659 whole entry, looked up): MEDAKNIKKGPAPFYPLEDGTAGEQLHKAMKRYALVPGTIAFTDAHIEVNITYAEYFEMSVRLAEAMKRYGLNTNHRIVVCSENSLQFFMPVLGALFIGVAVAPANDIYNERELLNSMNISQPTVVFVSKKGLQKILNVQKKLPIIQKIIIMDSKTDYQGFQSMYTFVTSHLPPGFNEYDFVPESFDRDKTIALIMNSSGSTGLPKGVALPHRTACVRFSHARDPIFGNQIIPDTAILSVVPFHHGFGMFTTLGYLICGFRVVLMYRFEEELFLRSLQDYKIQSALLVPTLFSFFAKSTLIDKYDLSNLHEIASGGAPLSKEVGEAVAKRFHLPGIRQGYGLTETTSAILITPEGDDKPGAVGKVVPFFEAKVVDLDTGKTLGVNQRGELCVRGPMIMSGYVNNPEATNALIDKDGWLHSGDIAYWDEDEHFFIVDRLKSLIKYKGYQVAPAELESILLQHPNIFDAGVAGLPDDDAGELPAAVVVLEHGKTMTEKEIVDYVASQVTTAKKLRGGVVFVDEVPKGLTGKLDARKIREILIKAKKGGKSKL
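Cell-free enzyme assay, 10nM P. pyralis luciferase, luciferin and ATP each at 10uM. Inhibition profiled over a 6-point titration, read as luminescence.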
IP6K1 inhibitor = Primary qHTS assay for small molecule inhibitors of Inositol hexaphosphate kinase 1 (IP6K1); Inositol hexakisphosphate kinase 1 (Homo sapiens), Q92551; IP6K1 kinase, ADP-Glo luminescence, 2 h; hits give low values; activity change, % (series mostly up to about 58 µM); hit rate 0.81% among 140,000; in the data active means activity change below about -25%
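ADP-Glo luminescence measures ADP made by human IP6K1 during a 2 h RT reaction with ATP/IP6 (mix at 1.3 mM/130 uM); top library doses 57.5 and 19.1 uM final.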
NIH3T3 tox = Cytotoxic Profiling in NIH 3T3 Cell Line of Diverse Libraries Using Quantitative High-Throughput Screening; NIH 3T3 viability, CellTiter-Glo ATP luminescence, 48-72 h; hit rate 4.3% among 94,000; AID 1345082, 2018; Potency, µM (top dose mostly 96.7 µM), inactives show at the highest dose activity change, negative = cytotoxicity, usual class: inhibitors; further: potency means the concentration at half of the fitted maximal effect; nearly all actives have a fitted effect of over 55% in size
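Cytotoxicity is measured as loss of cellular ATP: NIH 3T3 cells (400/well) are exposed to compound for 48 or 72 hr at 37 °C, then CellTiter-Glo luminescence is imaged after 10 min at room temperature.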
HEK293 tox = Cytotoxic Profiling in HEK 293 Cell Line of Diverse Libraries Using Quantitative High-Throughput Screening | HEK 293 viability, ATP luminescence (CellTiter-Glo), 48-72 h | Potency, µM (highest dose often 115 µM), without a hit: top-dose activity change, negative = cytotoxicity, actives largely listed as inhibitors | hit rate 6.6% among 94,000 | AID 1345083, 2018; further: potency means the concentration at half of the fitted maximal effect; nearly all actives have a fitted effect of over 60% in size
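250 HEK 293 cells/well; compound by pintool; incubated 48 or 72 hr at 37 degree Celsius; CellTiter-Glo added, 10 min RT, luminescence imaged.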
HEK293 viab = GF-AFC viability counterscreen for inhibitors of alpha-synuclein gene (SNCA) expression | HEK-293-SNCA-luc viability, GF-AFC fluorescence, 24 h | Potency, µM (doses to about 57.1 µM), for inactives: at the highest dose activity change, negative = cytotoxicity, actives largely listed as cytotoxic | hit rate 0.12% among 150,000;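 further: potency means the concentration at half of the fitted maximal effect; 0% = DMSO-treated cells and -100% = medium-only wells without cells; nearly all actives have a fitted effect of over 30% in size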
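HEK-293-SNCA-luc cells (1500/well) plated 24 h, then exposed 24 h to a dilution series; GF-AFC added 30 min at 37C, fluorescence 405/540 nm; normalised to medium-only and DMSO wells, Hill fit.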
GPT2 inh = Primary qHTS assay for inhibitors of Glutamate pyruvate transaminase 2 (GPT2); Alanine aminotransferase 2 (Homo sapiens), Q8TD30; Recombinant GPT2, coupled pyruvate oxidase/HRP Amplex Red fluorescence; Potency, µM (highest dose often 57.7 µM), for inactives: at the highest dose activity change, negative = inhibition, most hits filed as inhibitors; hit rate 0.25% among 100,000; AID 1671188, 2021; further: potency means the concentration at half of the fitted maximal effect; nearly all actives have a fitted effect of over 60% in size; many of its hits are not listed in these tables
Target sequence (Q8TD30 whole entry, looked up): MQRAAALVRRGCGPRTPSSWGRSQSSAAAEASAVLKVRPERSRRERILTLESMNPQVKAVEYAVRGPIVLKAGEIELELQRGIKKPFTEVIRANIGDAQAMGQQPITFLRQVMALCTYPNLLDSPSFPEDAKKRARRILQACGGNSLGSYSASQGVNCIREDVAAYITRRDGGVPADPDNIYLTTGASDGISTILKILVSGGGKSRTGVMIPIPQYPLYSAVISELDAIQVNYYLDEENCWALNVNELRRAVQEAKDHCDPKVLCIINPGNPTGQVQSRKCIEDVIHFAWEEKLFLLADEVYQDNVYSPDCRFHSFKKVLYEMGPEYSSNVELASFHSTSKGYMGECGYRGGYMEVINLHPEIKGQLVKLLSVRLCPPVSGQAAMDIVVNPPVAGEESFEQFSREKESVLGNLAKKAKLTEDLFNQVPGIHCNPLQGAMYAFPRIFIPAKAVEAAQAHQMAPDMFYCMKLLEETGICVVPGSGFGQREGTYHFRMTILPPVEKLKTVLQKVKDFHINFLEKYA
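Inhibition is scored from Amplex Red fluorescence generated when pyruvate oxidase and HRP act on pyruvate released by GPT2. Reactions contain 10ng/uL enzyme, 250uM a-KG and 2mM L-alanine and run 30 min at room temperature.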
The depositor's hits bear a star; i = inactive; ? = inconclusive; . = not tested or not shown; & = joins results of further samples; ! = not confirmed by another sample; [ ] = remark or other dose. Unless noted, the call rests on the fitted dose curve; in most records, active means well fitted curve in the direction sought with a large enough effect; inconclusive means small, poorly fitted or top-dose-only effect, or another doubt; inactive means no such curve, though single readings can be large; an effect the other way counts as inactive or inconclusive. Unless noted, on the % scale 0 is the no-effect control and ±100 the full control effect. Some of the compounds tested, so the mix of outcomes need not match the whole.

Each structure is followed by: SNCA expr inhib	FLuc inh	IP6K1 inhibitor	NIH3T3 tox	HEK293 tox	HEK293 viab	GPT2 inh
COCC(=O)NC1CCC12CCN(C(=O)c1cccs1)CC2 (stereo not given)
  12%	1%	-4	4%	5%	-4%	i
CS(=O)(=O)c1ccc(CC(=O)N2CCc3n[nH]c(=O)n3CC2)cc1
  7%	7%	-14	i	-3%	-4%	i
Cc1ccc(-n2nc3c(=O)n(C(C)C(=O)NCc4ccc(OC(C)C)cc4)nc(C)c3c2C)cc1 (stereo not given)
  ?	.	11	.	.	-22%	.
CCCc1noc(-c2ccn3c(CNC(=O)c4ccco4)nnc3c2)n1
  -29%	0%	29	-15%	-13%	-10%	-2%
COc1ccc(CNC(=O)Nc2cn(CC(C)C)c(=O)c3ccccc23)c(OC)c1
  21%	.	-4	.	.	1%	.
CCn1ncc(C(=O)N2CCCn3ccnc3C2c2ccccc2)c1C (stereo not given)
  -2%	-7%	2	-6%	-15%	4%	i
O=S(=O)(Cc1ccccc1)NC[C@H]1COCc2nc3ccccc3n21
  -24%[87.6 µM]	1%[172 µM]	-12	?	?	-26%[87.6 µM]	i
CC(C)CCNC(=O)c1ccc2c(c1)NC(=O)C(C(C)C)N2 (stereo not given)
  42%	.	3	.	.	-7%	.
Cc1onc(-c2ccc(F)cc2F)c1C(=O)Nc1cccc(C(F)(F)F)c1
  ?	.	38	.	.	-5%	.
C=CCNC(=O)C[C@@H]1CCN(C(=O)c2cccnc2)C[C@@H]1CC
  -5%[87.6 µM]	-5%[172 µM]	19	-1%[174 µM]	1%[172 µM]	-2%[87.6 µM]	3%[88.5 µM]
O=C(Nc1ccccc1Cl)C1CN(C2CCCC2)C(=O)N1 (stereo not given)
  1%[87.6 µM]	.	-11	-25%[138 µM]	-23%[172 µM]	2%[12.5 µM]	5%[88.5 µM]
Cc1ccc(-c2cnc([C@@H]3COCCN3Cc3cn(C)c4ccccc34)[nH]2)cc1
  -28%[87.6 µM]	0%[172 µM]	13	?	56µM*	-16%[87.6 µM]	-12%[88.5 µM]
CSc1nnc(NC(=O)c2cc(=O)c3cc(C)c(C)cc3o2)s1
  -3%	.	6	.	.	8%	.
COc1cc(N2CCN(C)CC2)ccc1Nc1nc(N)c(C(=O)c2c(Cl)cccc2Cl)s1
  ?	.	.	.	.	-17%	?
CC(=O)c1cccc(NC(=O)O[C@@H]2CO[C@H]3[C@@H]2OC[C@@H]3NC(=O)Nc2ccccc2)c1
  22%[87.6 µM]	-10%[172 µM]	-14	-4%[174 µM]	?	4%[87.6 µM]	-1%[88.5 µM]
CCc1cccc(NC(=O)N2CCC(Oc3ncccc3C(=O)N3CCOCC3)C2)c1 (stereo not given)
  16%	0%	4	-13%	-2%	-20%	-28%
CCCC(=O)N1Cc2ccccc2CC2(CCN(CCc3ccccc3)CC2)C1
  -2%	.	8	-22%	?	-2%	-15%
COc1cccc(NC(=O)N[C@H]2CCN3C(=O)[C@@H](Cc4ccccc4)NC(=O)[C@H]23)c1
  -15%[87.6 µM]	-1%[172 µM]	-6	2%[174 µM]	2%[172 µM]	4%[87.6 µM]	2%[88.5 µM]
CC(C)Cn1cnc2c(N)nc3ccccc3c21
  11%	.	-2	.	.	-3%	2%
O=C1NC2(CCN(C(=O)c3ccccc3)C2)COc2ccccc21 (stereo not given)
  -10%[87.6 µM]	-6%[172 µM]	18	?	100µM*	9%[87.6 µM]	i
COC(=O)[C@H](NC(=O)[C@@H]1C[C@@H](NS(=O)(=O)c2cccc(C(F)(F)F)c2)CCN1C(=O)CCC(=O)O)C(C)C
  -4%	5%	3	i	-2%	18%	-4%
COC[C@H]1C[C@@H](NC(=O)Nc2ccc(F)cc2)[C@H](O)[C@@H]1O
  -21%[87.6 µM]	13%[172 µM]	19	-1%[138 µM]	-8%[172 µM]	5%[87.6 µM]	i
Cc1ccccc1N(C)C1CN([S+](=O)([O-])c2cccc(C(F)(F)F)c2)C1
  -1%	.	4	?	?	3%	i
O=C(NCc1ccc2[nH]c(=O)[nH]c2c1)[C@H]1CNC[C@H](C(=O)N2CCCC2)C1
  -17%	8%	-6	0%	0%	12%	1%
O=C(CSc1nc(-c2cccc(F)c2)[nH]c1-c1ccccc1)Nc1ccc2c(c1)OCO2
  ?	.	-13	.	.	?	.
C=C[C@@]1(C)C=C2C(=O)C(O)=C3[C@](C)(C(=O)O)CC[C@@H]4C[C@]34[C@]2(O)C(=O)C1
  .	.	30	.	.	18µM*	?
CN1CCN(S(=O)(=O)c2cc(C(=O)O)cc(-c3ccncc3)c2)CC1
  21%	-3%	12	-17%	1%	18%	i
Cc1ccc(N2CCn3c2nc2c3c(=O)n(CCc3ccccc3)c(=O)n2C)cc1C
  33%[activator]	.	1	.	.	-4%	.
CC(C)(C)c1ccc(C(=O)N[C@H]2CC(C)(C)[C@@H]3C[C@@](C)(O)CC[C@]23CCC(=O)N2CCCC2)cc1
  -6%	4%	18	?	?	-22%	2%
CCNC(=O)N1CCCC(O)(CNS(=O)(=O)c2cnn(CC)c2C)CC1 (stereo not given)
  0%	11%	5	i	-4%	5%	-5%
COc1ccc(-c2nc3ccccc3n2Cc2ccc(Cl)cc2)cc1
  -3%	.	-4	.	.	-26%	.
Cc1ccc(C(=O)CSc2nc(-c3ccccc3)nc3c2CCCC3)cc1C
  25%	.	11	.	.	9%	.
CCc1nc(-c2c3n(c(=O)n(Cc4ccc(OC)c(F)c4)c2=O)CCCC3)no1
  1%	2%	2	-19%	4%	7%	i
O=C(NCc1ccccc1Cl)C1CCN(Cc2ccccc2-c2ccccc2F)CC1
  .	.	8	45µM*	?	.	.
CC(C)c1ccc(C2=CC(c3cccc(Cl)c3)n3ncnc3N2)cc1 (stereo not given)
  55%[activator]	.	-10	.	.	?	.
COc1ccccc1CC(=O)N[C@H]1CN(S(C)(=O)=O)C[C@@H]1C(C)C
  -30%	-6%	7	-16%	-11%	-4%	1%
O=C(Nc1ccccc1)NC1CCN(Cc2cccc(-c3cccs3)c2)CC1
  ?	.	16&-7	14µM*	20µM*!	-7%[12.5 µM]	i
O=C(CCCc1ccccc1)N1CCC(Cc2nc(-c3ccc(F)cc3)no2)CC1
  -28%	-4%	0	?	?	-6%	i
C=C(C)C1CCC2(C(=O)O)CCC3(C(=O)O)C(CCC4C5(C)CCC(O)C(C)(C(=O)O)C5CCC43C)C12 (stereo not given)
  .	.	5	.	.	-2%[23.9 µM]	-4%[27.3 µM]
COc1ccc(-c2noc(CC3CCN(C(=O)CCc4cccc(OC)c4)CC3)n2)cc1
  -33%	-9%	0	?	?	?	i
O=C1c2ccccc2CCc2ccccc21
  15%[25.6 µM]	.	6	.	.	3%[23.9 µM]	i
CCc1nc2ccccc2n2c(-c3ccccc3)c3c(=O)n(C)c(=O)n(C)c3c12
  5%	.	-17	.	.	8%	.
COC1C(=O)N(c2cccc(F)c2)C12CCN(C(=O)c1cccnc1C)CC2 (stereo not given)
  -6%	4%	-3	-8%	-9%	7%	i
CCCCN1C(=O)c2ccccc2C(C(=O)NCCC(=O)OC)C12CCCCC2 (stereo not given)
  -17%	9%	9	-11%	-20%	?	i
COc1ccc(NC(=O)c2cc3c(=O)n(C)c4cc(Cl)ccc4c3s2)cc1Cl
  2%	.	23	.	.	9%	.
CNc1nccc(N2CCC(CC(=O)NC3CCN(Cc4ccccc4)CC3)CC2)n1
  10%	-3%	7	35µM*	?	?	i
CCc1cn(C[C@H](NC2CCOCC2)C(=O)O)c(=O)[nH]c1=O
  7%[87.6 µM]	-1%[172 µM]	3	-1%[174 µM]	-1%[172 µM]	4%[87.6 µM]	3%[88.5 µM]
CN(C)c1ccc(CN(C)C2CCc3ccccc32)cc1 (stereo not given)
  6%[87.6 µM]	-3%[172 µM]	11	?	?	3%[87.6 µM]	i
Nc1nc2c(nc(Br)n2C2OC3COP(=O)(O)O[C@@H]3C2O)c(=O)[nH]1 (stereo not given in full)
  -2%	.	.	.	.	-6%	?
Cc1cc(C)cc(OCC(=O)Nc2nc(-c3ccc(F)cc3)ns2)c1
  0%	.	25	.	.	-4%	.
CCOc1cc(-c2noc(-c3nnn4c3COC(c3ccc(Cl)cc3)C4)n2)ccc1OC (stereo not given)
  6%	-10%	0	i	6%	-14%	3%
O=C(CN1C(=O)COc2ccc(C(=O)COc3ccc(Cl)cc3F)cc21)NCCc1ccccc1
  -8%	-7%	-13	-11%	?	4%	-12%
COCc1cc(C)nc2sc3c(c12)NC(c1ccccc1C(=O)O)N(c1cccc(C(F)(F)F)c1)C3=O (stereo not given)
  19%	.	-21	.	.	?	.
CC(C)(C)C1CCc2c(sc(NC(=O)c3cccc(Cl)c3)c2C(N)=O)C1 (stereo not given)
  -15%	.	-7	.	.	6%	.
CN(C)c1cccc(NC(=O)Cn2c3c(c(=O)n2Cc2ccccc2)CCN(Cc2ccccc2)C3)c1
  53%[activator]	3%	9	?	?	-9%	i
CN1CC(=O)N(c2ccccc2F)Cc2c(NCCCc3ccccc3)ncnc21
  3%	-5%	6	?	?	-13%	i
CC#CC(=O)N1CCCC(N2CCN(c3cccc(Cl)c3)CC2)C1 (stereo not given)
  ?	-3%	1	-4%	-24%	-3%	-4%
CCOc1ccc2nc(N3CCCC(C(=O)NCCc4ccc(C)cc4)C3)sc2c1 (stereo not given)
  105%[activator]	.	-8	.	.	0%	.
CSc1ccc(CNC(=O)c2cc3c(N4CCCC4)nc(C)cn3n2)cc1
  4%	-11%	19	?	?	-5%	-10%
CCOC(=O)c1ccccc1NC(=O)N1CC(C)Oc2ccc(C)cc21 (stereo not given)
  ?	.	25	.	.	-2%	.
C=C1C(=O)O[C@@H]2/C=C(\CO)CC/C=C(\CO)[C@H](OC(C)=O)C(OC(=O)C(C)CC)C12 (stereo not given in full)
  .	.	10	.	.	-22%[23.9 µM]	3%[27.3 µM]
Cn1nc(CN2CCOCC2)c2c1CCN(C(=O)Nc1ccccc1)C2
  33%[activator]	.	26	-19%	4%	4%	-19%
